# Screens: PubChem BioAssay, Sanford-Burnham Center for Chemical Genomics
# HEK293 NOD2/NF-kB – NOD2 signaling inhibitors, cell-based, luminescence, uHTS, HEK293 (AID 1566); actives 0.63% (n = 290,000); HEK293 NOD2/NF-kB luciferase reporter, luminescence; higher % means a stronger effect; one-dose inhibition, % at 4 µM; EC50 in µM for titrated hits; in the data active = inhibition above about 50%; note: many of its hits are not listed in these tables
# NOD1 inhibition – NOD1 signaling inhibitors, primary screen, cell-based, luminescence, uHTS (AID 1578). NOD1-driven NF-kB luciferase reporter cells, luminescence; higher % means a stronger effect. inhibition, % at 4 µM, or EC50 in µM where a hit was titrated. actives 1% (n = 290,000); in the data active = inhibition mostly above about 36%, no sharp cut-off; inactive = mostly below about 34%;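 note: HEK-293T reporter cells stimulated with the NOD1 agonist gamma-tri-DAP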
# * hit, by the source's call. Only part of the results is shown. The share of hits here may be higher or lower than overall.
# Results follow in this order: NOD1 inhibition | HEK293 NOD2/NF-kB
COc1ccc(-n2nc(C(=O)NCC(=O)NCCCN3CCOCC3)c3ccccc3c2=O)cc1
    -27% | 6%
CC1CCCCC1NS(=O)(=O)c1ccc2c(c1)CC(=O)N2C (centres undefined)
    -30% | 10%
Cc1nnc(NC(=O)CSc2nnc3ncccn23)s1
    -1% | -13%
COc1ccc(C(=O)Nc2cccc3ccccc23)cc1
    2% | -27%
Cc1nc2c(cc1NC(=O)c1ccccc1)nc(C)n2Cc1ccccc1
    -11% | -3%
Nc1ncc(S(=O)(=O)c2ccc(Cl)cc2)c(N)n1
    -9% | 11%
Cc1cccc2c1-c1sc(C(=O)NCCCN3CCCC(C)C3)cc1CO2 (centres undefined)
    -16% | 10%
COc1c(C)cc(S(=O)(=O)NCc2ccco2)c(C)c1C
    -22% | -19%
CCOc1ccccc1C(=O)Nc1cc(=O)n(C)c(=O)n1C
    -6% | 14%
O=C(Nc1ccccc1C(=O)O)/C(=C/c1ccc(Cl)cc1Cl)NC(=O)c1ccco1
    4% | -5%
O=C(CN1C(=O)c2ccccc2C1=O)Oc1ccc(Cl)cc1
    -14% | -3%
CCOc1cc(CNn2cnnc2)cc(Br)c1OCC(=O)NC(C)(C)C
    31% | 8%
CCOC(=O)C1=C(C)N=c2s/c(=C/c3ccc(OCC(=O)O)cc3)c(=O)n2C1c1ccc(F)cc1 (centres undefined)
    -7% | 29%
C=CCn1cc(Cl)cc(C(=O)Nc2ccccc2)c1=O
    -2% | 18%
COC(CNS(=O)(=O)c1ccc(Cl)cc1)c1ccccc1 (centres undefined)
    -10% | 2%

# Full records as entered above:
# `CCOc1cc(CNn2cnnc2)cc(Br)c1OCC(=O)NC(C)(C)C` is listed with NOD1 inhibition = 31%; HEK293 NOD2/NF-kB = 8%
# `COc1ccc(C(=O)Nc2cccc3ccccc23)cc1` is listed with NOD1 inhibition = 2%; HEK293 NOD2/NF-kB = -27%

# Later entries.
# Results follow in this order: NOD1 inhibition | HEK293 NOD2/NF-kB
CC(C)(C)OC1NS(=O)(=O)OCC1NCOC(Cl)(Cl)Cl (centres undefined)
    -9% | 4%
Cc1ccc(C2C(C(=O)c3cc4ccccc4o3)=C(O)C(=O)N2CCN2CCOCC2)cc1 (centres undefined)
    -19% | 12%
CCc1ccc(CN2CCC(n3nccc3NC(=O)c3ccc4c(c3)OCO4)CC2)cc1
    -55% | -23%
COc1cc(OC)cc(C(=O)N[C@H](C(=O)Nc2ccc(F)cc2F)C(C)C)c1
    0% | 14%
Cc1ccc(NC(=S)N2CCCC2)cc1C
    -31% | -13%
O=C(Cc1ccc([N+](=O)[O-])cc1)N/N=C/c1cccs1
    -20% | -4%
CC(C)(C)c1ccccc1OCC(O)CN1CCN(c2ccccn2)CC1 (centres undefined)
    22% | -2%
Cc1cccc(OCC(O)Cn2c(N3CCCCC3)nc3c2c(=O)[nH]c(=O)n3C)c1 (centres undefined)
    -3% | 9%
CC(=O)c1cccc(NC(=O)CN2C=NS(=O)(=O)c3ccc(C)cc32)c1
    11% | 14%
Cc1cccc(C)c1NC(=O)CSc1nc(C2CC2)nc2ccccc12
    -7% | -7%
CC(C)c1ccc(NC2CCCN(C(=O)c3cc(C(C)C)[nH]n3)C2)cc1 (centres undefined)
    -28% | 8%
CSCC[C@H](NC(=O)[C@@H]1Cc2ccccc2CN1)C(=O)Nc1ccc2c(c1)OCCO2
    -48% | -16%
Cc1cc(C)c2[nH]c(C(=O)N3CCC(n4nccc4NC(=O)C4CC4)CC3)c(C)c2c1
    -23% | 14%
CC(C)(C)NC(=O)CSc1ncccc1-c1nc2ccccc2[nH]1
    -39% | 4%
Cc1cccc(C(=O)Nc2nnc(S(=O)(=O)N3CCOCC3)s2)c1
    20% | 3%
CCCCNC(=O)c1nn2c(C(F)(F)F)cc(-c3ccccc3)nc2c1Br
    -1% | 27%
Cc1ccc(NC2=CC(=O)CC(C)(C)C2)cc1Cl
    -8% | -3%
COc1ccccc1NC(=O)c1cc(-c2cc(OC)c(OC)c(OC)c2)nc2ccccc12
    42% | 12%
Oc1ccc(-c2csc(Nc3ccccn3)n2)c(O)c1
    -26% | -142%
Cc1cc(C)c(S(=O)(=O)Nc2ccc(Cl)cn2)c(C)c1
    -17% | 6%
O=C(NCCN1CCNC1=O)C1CCC(=O)N(Cc2ccccc2F)C1 (centres undefined)
    -11% | 12%
Cc1ccccc1NC(=O)C1COc2ccccc2O1 (centres undefined)
    -22% | -9%
CCOC(=O)C1(Cc2ccccc2C)CCCN(C(=O)c2ccc3nccnc3c2)C1 (centres undefined)
    -12% | 10%
CCc1nnc(NS(=O)(=O)c2ccc(NC(=O)c3cc(Cl)ccc3[N+](=O)[O-])cc2)s1
    4% | 1%
Cc1cccc(N2CC(C(=O)Nc3ccc(S(=O)(=O)N4CCOCC4)cc3)CC2=O)c1C (centres undefined)
    -6% | 15%
CC(=O)N1Cc2[nH]c3ccccc3c2CC1C(=O)O (centres undefined)
    -36% | 1%
Cc1nc2ccccc2c(=O)n1/N=C/c1ccc(OC(F)F)cc1
    -10% | -9%
COc1ccc(C(CC(=O)Nc2ncccc2C)N2Cc3ccccc3C2=O)cc1OC (centres undefined)
    -9% | -23%
CC(C)CN1CCC(=O)N(CCO)CC1
    21% | -2%
Cc1ccc(-c2nnn(CC(=O)N(CCCO)C(C(=O)NC3CCCC3)c3ccc(F)cc3)n2)o1 (centres undefined)
    -29% | -12%
CC(=O)NC(Cc1ccccc1C)C(=O)NC1CCN(C(=O)NCc2ccccc2)CC1 (centres undefined)
    -21% | 10%
O=c1oc2ccccc2c(NC2CCCCC2)c1NS(=O)(=O)c1ccc(F)cc1
    14% | 24%
O=C(Nc1ccc(S(=O)(=O)N2CCCC2)cc1)Nc1ccc(F)cc1F
    17% | -5%
CC1Cc2cc(S(=O)(=O)N3CCCC(C(=O)N4CCCCC4)C3)ccc2N1C(=O)C1CC1 (centres undefined)
    -11% | 5%
O=C1C2CCCCN2C(=O)N1CCCCN1CCN(c2ccc(F)cc2)CC1 (centres undefined)
    -20% | -10%
COc1cccc(C(=O)NCCC(=O)NCc2cc(=O)n(C)c(=O)n2C)c1
    -12% | 14%
Cc1ccc(N2CC(C(=O)Nc3ccc(N4CCOCC4)cc3)CC2=O)cc1C (centres undefined)
    -26% | -25%
C=CCNC(=O)c1cnc(-c2ccccc2)nc1-c1ccccc1
    10% | -10%
CC1(C)CCC(=O)N(c2ccc(OC(F)(F)F)cc2)C1=O
    0% | -5%
Cc1ccc(C)c(S(=O)(=O)N2CCN(C(=O)Nc3ccccc3)CC2)c1
    -25% | 5%
CN1C(=O)N(C)c2ccc(Br)c3cccc1c23
    -9% | -9%
CC(C)N1CCN(C(=O)c2cccc(Cl)c2)CC1
    -30% | 7%
CC1=C(C(=O)OCc2ccccc2)C(c2ccccc2Cl)NC(=O)N1CCCC(=O)O (centres undefined)
    17% | -20%
CCCOc1ccc(C(=O)NNC(=S)NC(=O)c2ccccc2[N+](=O)[O-])cc1
    -10% | 31%
Cc1ccc(C(=O)NCCN2CCOCC2)c(Cl)c1
    -20% | 4%
COCCN1CC(=O)N2C(c3cccc(C)c3)c3[nH]c4ccccc4c3C[C@H]2C1=O (some centres undefined)
    -8% | 11%
Cc1cc(NC(=O)CSc2sc3c(O)cc(=O)[nH]c3c2C#N)ccc1Br
    -9% | 2%
COc1ccccc1OCC(=O)Nc1nnc(C2CCCC2)s1
    -34% | 17%
COCCN1C(=O)C(=O)/C(=C(/O)c2ccc(S(=O)(=O)N3CCOCC3)cc2)C1c1ccc(O)c(OC)c1 (centres undefined)
    11% | 6%
CSCC[C@H](NC(=O)N1CCn2c1nc1ccccc12)C(=O)NCc1ccc2c(c1)OCO2
    -21% | -6%
CCOC(=O)c1c(S(=O)(=O)NCC(=O)NCc2ccccc2Cl)c(C)n(C)c1C
    -32% | 14%
C/C(=C\c1ccc(Br)cc1)C(=O)c1c(C)cc(C)[nH]c1=O
    10% | 1%
O=C(NNS(=O)(=O)c1ccc(F)cc1)c1cc2ccccc2cc1O
    17% | 2%
COCCCNC(=O)c1ccc(CSCc2ccc(C)cc2)o1
    -5% | 24%
Cn1cc(S(=O)(=O)Nc2cccc3ccccc23)c(=O)n(C)c1=O
    -16% | 19%
CCOC(=O)N1CCN(C(=O)C(=O)Nc2sc3c(c2C#N)CC(C)(C)OC3)CC1
    -21% | 14%
Cc1[nH]c2ccc(C(=O)Nc3ccncc3)cc2c1C
    -4% | 16%
O=C(Nc1ccc(F)cc1)C1(S(=O)(=O)c2ccc(Cl)cc2)CC1
    6% | 23%
COc1ccc(S(=O)(=O)N2CCN(CCCOc3ccc(F)cc3)CC2)cc1OC
    -45% | -3%
Cc1c(C(=O)OCC(=O)Nc2ccc(C(=O)N(C)C)cc2)oc2ccccc12
    -12% | 0%

# A different layout for part of the listing above:
NOD1 inhibition | HEK293 NOD2/NF-kB | Structure
-8% | 11% | COCCN1CC(=O)N2C(c3cccc(C)c3)c3[nH]c4ccccc4c3C[C@H]2C1=O (some centres undefined)
-9% | 2% | Cc1cc(NC(=O)CSc2sc3c(O)cc(=O)[nH]c3c2C#N)ccc1Br
-34% | 17% | COc1ccccc1OCC(=O)Nc1nnc(C2CCCC2)s1

# (continued)
# Results follow in this order: NOD1 inhibition | HEK293 NOD2/NF-kB
CCOC(=O)c1ccc(NC(=O)c2ccc3c(c2)C(=O)N(CC2CCCO2)C3=O)cc1 (centres undefined)
    -20% | 0%
CC(=O)Nc1ccc(NC2CCCCC2NS(=O)(=O)c2ccc(Cl)cc2)cc1 (centres undefined)
    -3% | 16%
CS(=O)(=O)N(CC(=O)NCCSCc1ccccc1)c1ccccc1Br
    -25% | -2%
O=C(c1cccc(-n2cccc2)c1)N1CCN(S(=O)(=O)c2ccc(F)cc2)CC1
    -12% | 7%
COc1cc(/C=N/Nc2ccc(Cl)c(C(=O)O)c2)ccc1OC(=O)c1ccc(F)cc1
    -17% | -15%
COc1ccc(-n2cnnc2SCC(=O)Nc2ccccc2F)cc1
    2% | 6%
Cc1onc(-c2ccccc2)c1C(=O)N1CCN(S(=O)(=O)c2ccc(OC(F)(F)F)cc2)CC1
    -22% | 0%
CCC(C(=O)Nc1ccccc1F)n1nc(C)c2c(C)n(-c3ccccc3)nc2c1=O (centres undefined)
    8% | -7%
CCN(Cc1ccccc1)C(=O)COc1ccccc1
    -13% | -2%
COCCCNS(=O)(=O)c1cc2c3c(c1)C(C)C(=O)N3CCC2 (centres undefined)
    -4% | -9%
Cn1ccc(C(=O)OCC(=O)Nc2ccccc2)n1
    -13% | -8%
Nn1cnc2scc(-c3ccc(Cl)cc3)c2c1=O
    -21% | -2%
CC(Cl)C(=O)Nc1c2c(nn1-c1ccccc1)CSC2 (centres undefined)
    -34% | 8%
CN(CC(=O)Nc1ccc(F)cc1)C(=O)C1CC(=O)N(Cc2ccccc2)C1 (centres undefined)
    -128% | -16%
CCN(Cc1ccccc1)C(=O)c1ccc(C(=O)N(CC)Cc2ccccc2)cc1
    8% | 15%
COc1ccc(-n2nc(C(=O)NCC(=O)N3CCCCCC3)c3ccccc3c2=O)cc1Cl
    -25% | 2%
COc1cc(S(=O)(=O)N2CCN(C(=O)c3ccco3)CC2)ccc1Cl
    -17% | 16%
COC(=O)c1cc(S(=O)(=O)NCC2CCN(Cc3cccc(F)c3)CC2)c[nH]1
    -6% | 6%
CCOC(=O)C1CCCN(S(=O)(=O)c2ccc3c4c2CC(=O)N4CC(C)S3)C1 (centres undefined)
    -21% | 9%
c1ccc(Nc2nnc(-c3cccnc3)s2)cc1
    -3% | -72%
O=C1CCC(C(=O)N2CCOCC2)CN1Cc1ccc(Cl)cc1 (centres undefined)
    -32% | -9%
CC(=O)c1ccc(S(=O)(=O)NCCc2cn3ccc(C)cc3n2)cc1
    -23% | 4%
COc1ccc(OC)c2sc(NC(=O)c3cccc(N4C(=O)CCC4=O)c3)nc12
    -5% | 20%
CC(C)c1ccccc1NC(=O)C1C2C=CC(C2)C1C(=O)O (centres undefined)
    -12% | 7%
CSc1nc2ccccc2c(=O)n1C1CCCCC1
    -6% | 19%
CC(C)(C)OC(=O)N1CCC[C@H]1C(=O)Nc1ccc(C#N)cc1
    -7% | -5%
C/C=C(\C)CN1CCC(n2nccc2NC(=O)c2ccc(OC)cc2)CC1
    15% | 3%
COc1ccc(N2CCN(S(=O)(=O)c3ccc4oc(=O)ccc4c3)CC2)cc1
    -1% | -2%
O=c1cc(O)n(C2CCCCCC2)c(=O)[nH]1
    -2% | 6%
Cc1ccc(-n2nc3ccc(N)cc3n2)cc1Cl
    -11% | -75%
COc1ccc2cc(C(=O)C3CCCN(C(=O)c4cnn(C(C)C)c4)C3)ccc2c1 (centres undefined)
    -12% | 10%
Cc1nc(SCc2ccc(C#N)cc2)n[nH]1
    -9% | -2%
COc1cccc2cc(CC(=O)c3cc(C)ccc3C)c(=O)oc12
    -7% | -7%
Cc1ccc2c(c1)N(CC(=O)NCCCc1ccccc1)C(=O)c1cccnc1O2
    -13% | 9%
C/C(=N\NC(=O)c1cccc(Br)c1)c1cccnc1
    -24% | -8%
O=C(c1ccc(S(=O)(=O)N2CCCC2)cc1)N(c1ccccc1)C1C=CS(=O)(=O)C1 (centres undefined)
    -24% | 2%
COc1cccc(CN2C(=O)C(C)N(C(=O)c3c(F)cccc3F)c3ccccc32)c1 (centres undefined)
    27% | 46%
NS(=O)(=O)c1ccc(NC(=O)c2cccc(N3C(=O)c4ccccc4C3=O)c2)cc1
    -17% | 4%
COc1ccc(OC)c(NC(=O)CCCC(=O)NC2CCCCC2)c1
    14% | 11%
CC(=O)Nc1ccc(S(=O)(=O)N2CCC(N3CCCCCC3)CC2)cc1
    -28% | 8%
